# Screens: PubChem BioAssay, Broad Institute
# FN deposition inh: fibronectin deposition inhibition. AH1F fibroblasts, Alexa488-fibronectin deposition fluorescence, overnight. inhibition, % at 12.6 µM. actives 0.086% (n = 350,000). AID 743247;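 active = mean inhibition across replicates of 30% or more, regardless of how many single replicates reach that level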;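 note: positive control wells lacked labelled fibronectin entirely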
#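 Assay system: AH1F fibroblasts / Quantity: 10000 cells per well / Medium: DMEM plus 2% serum, read in PBS / Reagent: labelled fibronectin 24 nM / Dosing: single dose, pinned / Times: 1 h cell attachment, overnight exposure to compound and label / Signal: fluorescence, ex 485 nm, em 525 nm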
# EWS-Fli inh: blocks EWS/Fli oncoprotein-driven transcription | inhibition, % at 12.6 µM | A673 NR0B1-luciferase reporter, viability-normalised | actives 0.67% (n = 350,000);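 active = mean inhibition of at least 50% after viability correction, with every replicate also passing that limit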;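 note: firefly luciferase signal divided by Alamar Blue viability fluorescence both relative to DMSO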
# PAX8 inh HTS: PAX8 transcriptional activity inhibition | RMG-I TPO-luciferase reporter, SteadyGlo, 24 h | inhibition, % at 12.6 µM | actives 1.2% (n = 360,000) | AID 652154;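 active = mean replicate inhibition at least 60% with every replicate also reaching 60%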;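 note: luciferase light reporting Pax8 driven TPO promoter activity; plate controls were median of neutral control wells for no effect and mitoxantrone controls for full effect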
# PGC1a acetyl inh: modulators of PGC1a acetylation; U2OS PGC1a acetylation, AlphaScreen anti-acetyl-lysine; with virally co-expressed GCN5 acetyltransferase; inhibition, % at 15.6 µM; actives 0.17% (n = 350,000); AID 651687;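 active = every replicate shows inhibition of at least 40%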;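 note: 0% = neutral control wells and 100% = positive control wells; some results beyond the cut were filed as inactive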
# LGR2 antag: inhibitors of bursicon-induced Drosophila LGR2 receptor cAMP signaling; actives 0.35% (n = 380,000); inhibition, % at 9.99 µM; HEK293 LGR2, CRE-luciferase, bursicon-stimulated, 4 h;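 active = drop in luminescence signal, shown as inhibition above about 50% in the replicate tests, limit read from the data, passing the limit was not always enough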;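 note: agonist challenge used bursicon conditioned medium at about half maximal strength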
# Cneo AK release: causes C. neoformans cell lysis | adenylate kinase release luminescence, 4 h; normalised: neutral wells 0, clomiphene wells 100 | lysis activity, % at 15 µM | actives 0.2% (n = 360,000) | AID 651654;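 active = mean lysis activity across replicates of at least 80%, whatever share of replicates individually reach that level; inactive = mean lysis activity below 80%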
#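 Test system: log-phase Cryptococcus neoformans yeast cells. Input: 5 × 10^6 yeast cells/mL. Medium: fresh YPD growth medium. Doses: single dose. Incubation: static 4 h at 37 °C with compound, 1 h detection. Measured by: luminescent adenylate kinase detection reagent. Read-out: signal increase indicating cell lysis. Benchmarks: Clomiphene.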
# Casp6 inh: blocks human caspase-6 cleavage activity. actives 0.53% (n = 350,000). purified caspase-6, Z-VEID-R110 cleavage fluorescence. inhibition, % at 12.5 µM. P55212. AID 686996;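 active = mean inhibition across replicates at least about 35%, with every replicate also reaching that limit, limit read from the data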;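 note: 0% = median of neutral control wells and 100% = no fluorescence left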
# Target sequence (P55212 24-179 limits assumed): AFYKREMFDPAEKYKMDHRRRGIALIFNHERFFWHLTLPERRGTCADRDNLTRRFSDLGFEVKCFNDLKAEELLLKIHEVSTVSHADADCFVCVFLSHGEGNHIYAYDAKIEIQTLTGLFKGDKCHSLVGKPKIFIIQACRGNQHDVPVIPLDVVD
# Target sequence (P55212 194-293 limits assumed): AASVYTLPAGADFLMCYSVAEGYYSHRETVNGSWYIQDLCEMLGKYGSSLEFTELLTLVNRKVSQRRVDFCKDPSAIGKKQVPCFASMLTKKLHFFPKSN
# miR-122 sensor: inhibitors of miR-122 in Huh7 cells; actives 0.3% (n = 340,000); activation (reporter increase), % at 12.5 µM; Huh7 miR-122 Renilla luciferase sensor, 48 h; neutral wells = 0, positive control = 100; AID 602342;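 active = mean replicate activation score at least 90 and every replicate individually at or above 90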;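 note: higher luciferase means less miR-122 activity so hits act as miR-122 inhibitors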
# * hit, by the source's call; . = not tested or not shown; [ ] = remark or other dose. Hits appear at their usual frequency; any-hit rate near 2.5%.
SMILES,FN deposition inh,EWS-Fli inh,PAX8 inh HTS,PGC1a acetyl inh,LGR2 antag,Cneo AK release,Casp6 inh,miR-122 sensor
CC(C)CC(=O)NC(=S)Nc1cccc(NC(=O)c2ccccc2Cl)c1,0,.,-1,.,.,0,.,15
O=C(Nc1ccc(F)cc1)N[C@@H]1C=C[C@@H](CC(=O)N2CCCCC2)O[C@H]1CO,9,4,-9,3,-19,1,1,.
C=C(C)CN1C(=O)C(=O)N(CC(=C)C)C1=O,19,-6,4,.,-9,.,4,.
COc1cc(CNC(=O)C2CCCC2)cc(OC)c1OC,3,-7,-1,1,4,-3,1,.
O=C(C[C@@H]1C[C@@H]2c3cc(NC(=O)C4CCOCC4)ccc3O[C@@H]2[C@H](CO)O1)NCc1ccccc1F,3,2,-4,-8,-10,2,4,-2[16.7 µM]
NC(=O)c1nsc(C(=O)N(c2ccc(F)cc2)C(C(=O)NC2CCCC2)c2ccncc2)c1N (configuration not stated),-3,9,23,-12,-15,2,2,-2
FC(F)(F)c1nnc2ccc(N3CCOCC3)nn12,6,.,-10,3,.,1,.,2
CCCOc1ccc(C(=O)ON=C2CCN(C)CC2)cc1,1,12,-7,.,-1,4,-1,.
O=C(NC1CCS(=O)(=O)C1)c1cnccn1 (configuration not stated),7,.,11,-10,.,-1,.,-1
COc1ccc(CN(C)C(=O)Cc2c[nH]c3ccccc23)cc1,0,13,12,-8,-3,-2,-2,41
COc1cnc(-c2ccccc2)nc1OC,-2,-14,-7,-9,-9,.,-1,.
Fc1ccc(-c2csc(N3CCOCC3)n2)cc1,-1,-82,-65,.,-38,.,1,.
COc1ccc(NC(=O)Nc2ccc3c(c2)C(=O)N([C@H](C)CO)C[C@@H](C)[C@@H](CN(C)Cc2ccc(C(F)(F)F)cc2)OCCCC[C@H](C)O3)cc1,-7,5,73*,-27,5,0,-1,6[16.7 µM]
CCC(=O)Nc1cccc(C(=O)OCC(=O)c2ccccc2Cl)c1,-5,.,.,3,4,-1,.,0
C[C@H]1CN([C@@H](C)CO)C(=O)c2cc(C#CCC3CCCC3)cnc2O[C@H]1CN(C)C(=O)c1cnccn1,-12,-6,.,16,-20,-1,3,0[16.7 µM]
Cc1occc1C(=O)NC1CCCN(Cc2ccc(Cl)cc2)C1 (configuration not stated),0,.,9,-3,7,-6,-4,-1
Cc1oc(-c2ccccc2Cl)nc1CN1CCCCC1CO (configuration not stated),.,1,-27,.,6,.,-2,.
COc1ccc(CCN2CC(C(=O)N3CCC(O)(c4ccccc4)CC3)CCC2=O)cc1 (configuration not stated),5,-3,-7,.,-35,8,-5,4
COc1ccc(CN2[C@@H](CO)[C@@H]3c4ccccc4N(C(=O)CC(F)(F)F)C[C@@H]32)cc1,.,23,20,-13,1,0,5,19[16.7 µM]
CCn1c(=O)cc(OCC(=O)O)c2ccccc21,-2,.,23,5,.,-1,.,-5
C[C@@H]1CN([C@H](C)CO)C(=O)CCCn2cc(nn2)CO[C@@H]1CN(C)C(=O)Nc1ccc2c(c1)OCCO2,-3,-24,.,7,2,-9,3,-3[16.7 µM]
CC(=O)c1cccc(NC(=O)Nc2ccc(C(=O)N3CCOCC3)cc2)c1,-7,.,.,14,.,-3,.,5
Cc1ccc(CNC(=O)Cc2ccc(-n3cccc3)cc2)cc1,10,.,23,5,-11,1,.,-5
NCCN1CCN(S(=O)(=O)c2ccc([N+](=O)[O-])cc2)C=C1c1ccc(Cl)cc1,14,1,-8,.,-17,4,-15,.
CCCNC(=O)C[C@H]1C[C@H]2c3cc(NS(=O)(=O)c4ccc(F)cc4)ccc3O[C@H]2[C@H](CO)O1,-9,8,11,-5,-9,-2,0,2[16.7 µM]
CS(=O)(=O)c1ccc(NC(=O)c2cccc(-n3cnnn3)c2)cc1,2,-4,2,.,-18,-2,-2,.
Cc1ccc(S(=O)(=O)CCC(=O)Oc2ccc(-c3nnco3)cc2)cc1,5,-3,-30,7,17,.,3,-7
Cc1ccc(N2C(=O)c3n[nH]c(C)c3C2c2ccccn2)cc1 (configuration not stated),7,.,0,.,.,4,.,2
CN(C)C(=O)c1ccc(-c2ccc([C@H]3[C@H]4CN(C(=O)C5CCCC5)CCCCN4[C@H]3CO)cc2)cc1,.,5,2,20,.,42,1,-28[16.7 µM]
O=C(NC(=S)NC1CCN(Cc2ccccc2)CC1)c1ccc(F)cc1,3,10,-7,1,0,13,-3,2
CC(=O)Nc1cc(-c2cccc(C(=O)NCCO)c2)cn2c(-c3cccc(C(F)(F)F)c3)cnc12,3,23,41,1,21,2,4,4
C[C@@H]1CN([C@H](C)CO)C(=O)c2cccc(NC(=O)NC3CCCCC3)c2O[C@H]1CN(C)C(=O)Nc1ccc(C(F)(F)F)cc1,3,5,0,0,-9,1,-4,4[16.7 µM]
O=C(NCCN1CCOCC1)C(=O)NCC1OCCN1C(=O)c1ccc(Cl)cc1 (configuration not stated),-8,-11,-1,-2,-1,1,-2,-4
Cc1c(NS(=O)(=O)c2ccc(N3CCCCC3)c([N+](=O)[O-])c2)c(=O)n(-c2ccccc2)n1C,-2,-2,-6,-18,8,0,4,-3
O=C(COC(=O)c1ccc(O)cc1)Nc1ccc2c(c1)OCO2,8,-14,-18,-6,-16,-6,-1,-4
O=C(CC1SCCNC1=O)Nc1cccc([N+](=O)[O-])c1 (configuration not stated),-3,-11,13,.,-1,.,-4,.
Cc1ccc(NS(=O)(=O)c2ccc(C(=O)N3CC(C)CC(C)C3)cc2)cc1 (configuration not stated),0,-12,0,.,11,0,5,.
C[C@@H]1CCCCO[C@@H](CN(C)C)[C@H](C)CN([C@H](C)CO)C(=O)c2cc(NS(=O)(=O)c3ccc(F)cc3)ccc2O1,5,2,-10,3,21,-6,-2,-7[16.7 µM]
C/C(=N\NC(=O)COc1ccc(C)cc1Br)c1cc([N+](=O)[O-])cs1,.,-5,1,-14,-7,-1,2,0
CC(C)NC(=O)N(C)C[C@@H]1Oc2c(NC(=O)CCCCCC(=O)Nc3ccccc3N)cccc2C(=O)N([C@H](C)CO)C[C@H]1C,.,2,-22,2,-8,.,0,.
O=C(CN1CCSCC1)N/N=C/c1ccc(F)cc1F,.,-7,.,0,-2,-2,-1,2
C/C(=N\NC(=S)NCc1ccccc1)c1cccs1,-2,-5,-41,.,-58,2,8,.
CC1Cc2nc(SCC(=O)N3CCN(c4ccccc4)CC3)n(C)c(=O)c2S1 (configuration not stated),3,16,26,-6,-6,0,1,1
CN(/N=C/c1ccccc1O)C(=S)c1ccccc1,3,-16,-29,12,-42,6,-2,8
COc1cc(OC)cc(C(=O)Nc2cc(C)on2)c1,-7,11,-14,6,14,3,-5,0
Cc1cccc(Nc2ccc(C(=O)O)cc2[N+](=O)[O-])c1C,4,-1,-5,0,7,2,1,.
Cc1cccc(Cn2ccc(NC(=O)c3ccc4c(c3)OCO4)n2)c1,2,-2,-4,-6,-11,.,2,.
Cc1noc(C)c1NC(=O)N[C@H]1CC[C@@H](CCNC(=O)C2CCC2)O[C@H]1CO,.,9,-15,-1,-8,-1,-2,.
O=S(=O)(c1ccccc1)N1CCCCN2[C@H](CO)[C@@H](c3ccc(C#Cc4ccccc4)cc3)[C@H]2C1,.,.,18,-2,8,6,0,-15[16.7 µM]
CCc1noc(C)c1C(=O)N1CCCSC1=Nc1ccccc1,-3,0,-1,-69,-2,0,3,.
COc1ccc(CN2[C@H](CO)[C@@H]3c4ccccc4N(C(=O)Nc4ccccc4)C[C@@H]32)cc1,.,-13,-40,0,-7,-1,-4,20[16.7 µM]
O=C(Nc1ccc2c(c1)CN(Cc1ccccc1O)CC2)C1CCCO1 (configuration not stated),8,.,17,14,11,0,-2,-2
Cc1ccc(C2c3c(n[nH]c3C(C)C)C(=O)N2c2ccccc2)cc1 (configuration not stated),4,-1,1,.,7,.,1,.
Cc1ccc2nc3c(cc(C(=O)NCCc4ccccc4)c(=N)n3CCCN3CCOCC3)c(=O)n2c1,-6,8,-15,.,8,-1,-2,-6
COc1ccc(CNC(=O)CN(C(=O)CCC(=O)Nc2nccs2)c2ccccc2C)cc1,0,4,21,.,-1,-1,0,3
C/C=C/c1ccc([C@@H]2[C@H](CO)N3C(=O)CN(C(=O)Nc4ccccc4F)C[C@@H]23)cc1,.,-2,8,3,6,.,1,.
COc1ccc(CNC(=O)c2coc(=O)c3ccccc23)cc1,4,5,26,.,-9,.,.,.
COC(=O)NC(=C(Cl)Cl)S(=O)(=O)c1ccccc1,.,.,.,-43,11,-1,.,-3
NC(=O)N/N=C/c1ccccc1OC(=O)c1ccccc1Br,-14,0,20,5,-7,.,4,.
O=C(CCCNC(=O)c1ccc(Cl)cc1)Nc1ccc(S(=O)(=O)Nc2ncccn2)cc1,-8,-4,-13,-5,-2,0,-1,6

# 2 entries from above, with two lines to a compound:
# The line under a structure holds: FN deposition inh, EWS-Fli inh, PAX8 inh HTS, PGC1a acetyl inh, LGR2 antag, Cneo AK release, Casp6 inh, miR-122 sensor
C/C(=N\NC(=O)COc1ccc(C)cc1Br)c1cc([N+](=O)[O-])cs1
  ., -5, 1, -14, -7, -1, 2, 0
CC(C)NC(=O)N(C)C[C@@H]1Oc2c(NC(=O)CCCCCC(=O)Nc3ccccc3N)cccc2C(=O)N([C@H](C)CO)C[C@H]1C
  ., 2, -22, 2, -8, ., 0, .

# (cont.)
SMILES,FN deposition inh,EWS-Fli inh,PAX8 inh HTS,PGC1a acetyl inh,LGR2 antag,Cneo AK release,Casp6 inh,miR-122 sensor
Cc1ccc2c(c1)N(S(=O)(=O)c1ccc3c(c1)NC(=O)CC(=O)N3)CCO2,17,0,5,-1,8,1,3,-4
O=C1CSc2ccc(C(=O)NCCc3ccc(Cl)cc3Cl)cc2N1,-8,5,0,-1,2,0,6,-18
CCC1CCCCN1S(=O)(=O)c1ccc2c(c1)CCN2C(C)=O (configuration not stated),2,.,16,-2,0,5,1,5
O=C(Nc1ccccc1F)N[C@@H]1CC[C@@H](CC(=O)N2CCCCC2)O[C@H]1CO,-1,1,5,2,1,3,-3,.
Cc1cccc(C(=O)O)c1NC(=O)Cc1cccc2ccccc12,3,-1,-8,-8,-2,-1,4,-2
COC(=O)c1scc(C)c1S(=O)(=O)Nc1ccc(C)cc1,-11,-5,6,.,-4,.,2,.
CCn1c(C)nc2cc(C(=O)NNC(=O)Nc3ccc(Cl)cc3)ccc21,-2,-3,5,8,.,-1,-3,-3
O=C(Nc1cc(Cl)cc(Cl)c1)c1coc(=O)c(Br)c1,-5,10,15,2,.,3,70*,-7
C=C(C)C1CC=C(C)/C(=N\NC(=O)CNc2ccccc2OC)C1 (configuration not stated),-4,-14,15,.,23,.,3,.
CC(NC(=O)C1CCCCC1)C(c1cccs1)N1CCN(C)CC1 (configuration not stated),-6,4,8,.,0,2,-1,-9
COc1ccccc1C(=O)N1C(CC(=O)Nc2ccccc2C)C(=O)NC2CCCCC21 (configuration not stated),1,.,14,2,-9,4,2,-4

# Some entries already given, reduced to PAX8 inh HTS and FN deposition inh:
smiles | PAX8 inh HTS | FN deposition inh
CC1Cc2nc(SCC(=O)N3CCN(c4ccccc4)CC3)n(C)c(=O)c2S1 (configuration not stated) | 26 | 3
CN(/N=C/c1ccccc1O)C(=S)c1ccccc1 | -29 | 3
COc1cc(OC)cc(C(=O)Nc2cc(C)on2)c1 | -14 | -7
Cc1cccc(Nc2ccc(C(=O)O)cc2[N+](=O)[O-])c1C | -5 | 4
Cc1cccc(Cn2ccc(NC(=O)c3ccc4c(c3)OCO4)n2)c1 | -4 | 2
Cc1noc(C)c1NC(=O)N[C@H]1CC[C@@H](CCNC(=O)C2CCC2)O[C@H]1CO | -15 | .
